mouse EphA4 binding = inhibitors of EphA4 binding to KYL peptide, primary screen, biochemical, colorimetric, mouse EphA4 (AID 689); inhibition, % at 10 µM; hits with a dose series show IC50 in µM; EphA4-AP binding to KYL peptide, pNPP A405; higher % means a stronger effect; actives 0.1% (n = 62,000); Ephrin type-A receptor 4 (Mus musculus); in the data active means a potency from the dose series; inactive means the rest, 99 in 100 with inhibition below about 22%
An asterisk follows results filed as active.

SMILES | mouse EphA4 binding
Cn1nc(-c2ccc(OCC(=O)NCC3CCCO3)cc2)c2ccccc2c1=O (stereo not drawn) | 1%
Cc1nn(-c2ccccc2)c(C)c1C(=O)OCC(=O)N1CCN(S(=O)(=O)c2ccccc2)CC1 | -2%
CCCC(=O)Nc1nnc(Cc2ccccc2)s1 | -12%
Cc1ccc(-c2nc3c(C)cccn3c2NC(=O)c2ccccc2)cc1 | -6%
CN1C(=O)C2C=CC1C1C(=O)N(c3ccccc3)C(=O)C21 (stereo not drawn) | 1%
CC1C/C(=N/NC(=O)c2cccs2)CC(C)(C)C1 (stereo not drawn) | -11%
COc1cccc(-c2nc(-c3ccccc3)[nH]c(=O)c2C#N)c1 | -18%
CCOC(=O)C1CCN(C(=O)c2ccccc2NC(C)=O)CC1 | 7%
Cc1ccc(-c2csc3ncnc(-n4nc(C)cc4N)c23)cc1 | 0%
COc1cccc(C(=O)OCCN(C)C(C)(C)C)c1 | 10%
CCOc1cc(OCC)cc(C(=O)Nc2ccc([N+](=O)[O-])cc2)c1 | 1%
CCCC(=O)Nc1ccc(NC(=O)c2ccco2)cn1 | -2%
O=C1N/C(=N/NC(=O)c2cccc3ccccc23)S/C1=C\c1ccccc1OCc1ccccc1 | -9%
CCOc1ccc(NC(=O)CN2CCN(S(=O)(=O)c3ccc(Cl)cc3)CC2)cc1 | -2%
CCN1CCN(S(=O)(=O)c2ccc3ccccc3c2)CC1 | -6%
O=C(O)C1CCCCC1C(=O)Nc1cccc(Cl)c1Cl (stereo not drawn) | -4%
Cc1csc(NC(=O)CSc2nnc(CCNC(=O)c3ccc(Cl)c(Cl)c3)n2C)n1 | -7%
O=C(CCc1nc2ccccc2c(=O)[nH]1)OCc1nnc(-c2ccccc2)o1 | 15%
Cc1nc(C)c(C(=O)C2=C(O)C(=O)N(CCCN(C)C)C2c2ccco2)s1 (stereo not drawn) | 3%
COCCOC(=O)C1=C(C)NC2=C(C(=O)CC(C)(C)C2)C1c1cc2c(cc1Br)OCO2 (stereo not drawn) | 5%
COc1cc2c(cc1OC)C1(NCC2)C(=O)Nc2ccccc21 (stereo not drawn) | -7%
COc1cc(OC)c(NC(=O)Cn2cccc2)cc1Cl | -12%
COC(=O)Cc1cc(=O)n2[nH]cnc2n1 | 2%
CN(C)C(=O)c1ccccc1Sc1ccc(Cl)cc1Cl | -4%
O=C(OCC(=O)N1CCN(C(=O)c2ccco2)CC1)c1cc(-c2ccc(F)cc2)nc2ccccc12 | -37%
SMILES | mouse EphA4 binding
CC(C)C(NC(=O)c1ccc(Cl)cc1)C(=O)NC1=NCCS1 (stereo not drawn) | -9%
Cc1cc(C(=O)Nc2ccccc2)oc1C | -4%
N#CC1=C(N)SC2(CCCCC2)SC1c1ccccc1 (stereo not drawn) | 14%
Cc1nnc(C)n1/N=C/c1ccc2c(c1)OCCO2 | -5%
Cc1ccc(-n2nc(C)c3c2OC(N)=C(C#N)C3c2ccncc2)cc1 (stereo not drawn) | -7%
CCC(=O)NCc1c(Cl)cccc1-n1cccc1 | -5%
Cc1noc(N)c1C(=O)Nc1ccccc1F | -8%
COc1ccc(C2C=C(C)Nc3nc(SC)nn32)cc1 (stereo not drawn) | 6%
CCCC1(O)CC(c2ccccc2)N(C)C(c2ccccc2)C1C (stereo not drawn) | -2%
CCOC(=O)Cc1csc(NC(=O)c2ccc(S(=O)(=O)N3CCCCC3)cc2)n1 | -14%
O=C(c1cccc(S(=O)(=O)N2CCOCC2)c1)N1CCCC1 | 13%
CCOCCCNC(=O)C(c1ccc(C)cc1)N(Cc1ccc2c(c1)OCO2)C(=O)c1cnccn1 (stereo not drawn) | -5%
COc1ccc(OC)c2c1C(=O)c1ccccc1C2=O | 50%
CCCC(=O)N(CCc1ccccc1)Cc1nc2ccccc2c(=O)[nH]1 | -5%
Cc1cc(NC(=O)CSc2nc3ccccc3c(=O)n2CCCC(=O)NCc2ccccc2)n[nH]1 | -5%
COc1ccc(C)cc1NC(=O)Cn1cnc2c1c(=O)n(C)c(=O)n2C | 9%
O=c1nc(/C=C/c2cc([N+](=O)[O-])ccc2Cl)cc(C(F)(F)F)[nH]1 | 3%
Nc1nc(-c2ccc(Cl)cc2Cl)cn1N | -32%
S=C(NCc1ccco1)N1CCN(C(c2ccccc2)c2ccccc2)CC1 | -6%
COc1cccc(/C=N/NC(=O)c2c(-c3ccccc3)noc2C)c1O | -17%
Cc1cccc(NC(=O)CN(C)S(=O)(=O)c2cccc3nsnc23)c1C | -9%
CCOC(=O)c1cc(-c2ccccc2)sc1NC(=S)Nc1cc(C)ccn1 | 4%
COC(=O)c1ccc(SCc2cnc(Cl)s2)cc1 | 1%
O=C(O)CC(NCc1ccco1)C(=O)OCC1CCCO1 (stereo not drawn) | -3%
CCOC(=O)c1c(NC(=O)CSc2nnc(-c3cccnc3)n2Cc2ccco2)sc(C)c1C | -3%

The last three entries of the part before lead into the next.
SMILES | mouse EphA4 binding
COC(=O)c1ccc(SCc2cnc(Cl)s2)cc1 | 1%
O=C(O)CC(NCc1ccco1)C(=O)OCC1CCCO1 (stereo not drawn) | -3%
CCOC(=O)c1c(NC(=O)CSc2nnc(-c3cccnc3)n2Cc2ccco2)sc(C)c1C | -3%
COc1cccc(Oc2nnnn2-c2ccccc2)c1 | -9%
CNc1ncc(C(=O)c2ccccc2)s1 | 1%
CC(C)CNC(=O)COC(=O)c1cncc(Br)c1 | 2%
O=C(Nc1ccnc(-c2cccnc2)n1)c1cccc(Cl)c1Cl | -9%
O=C(NN=C1CCCCCC1)c1cc(-c2ccccc2)nc2ccccc12 | -9%
CCc1nnc(NC(=O)CSc2nnc(COc3ccccc3)n2-c2ccc(C)cc2)s1 | -12%
COC(=O)[C@H](Cc1ccccc1)NC(=O)N1CCCCC1C (stereo partly drawn) | -1%
Cc1ccccc1NC(=O)Cn1nnc(-c2ccc(N3CCOCC3)cc2)n1 | -8%
CC(C)C(NC(=O)C1CCCCC1)C(=O)NC1CCN(Cc2ccccc2)CC1 (stereo not drawn) | 2%
COc1ccc(-n2c(SCC(=O)N3CCCCC3)nc(O)cc2=O)cc1 | 3%
Cc1c(NC(=O)CN2CCCc3ccccc32)c(=O)n(-c2ccccc2)n1C | -2%
Cc1cc(C)c(C(=O)CSC2=NC(N)=C(C#N)C3(CCCCC3)C2C(N)=O)cc1C (stereo not drawn) | -9%
CC(C)N(CCNC(=O)C1CCC(=O)N1Cc1ccc(F)cc1)Cc1ccccc1 (stereo not drawn) | 5%
OC(COc1ccccc1Cl)CN1CCN(CC(O)COc2ccccc2Cl)CC1 (stereo not drawn) | -5%
COc1ccccc1NC(=O)C(CC=C(Cl)Cl)C(C)=O (stereo not drawn) | 10%
Cc1nc2c(=O)n(C)c(=O)[nH]c2n1Cc1ccccc1 | -14%
CCN(CC)S(=O)(=O)c1cccc(C(=O)NC(C(=O)NC2=NCCS2)C(C)C)c1 (stereo not drawn) | -2%
Cc1ccc(-c2cc(NC(=O)c3ccncc3)n[nH]2)cc1 | 15%
CC1(C)CC(=O)C2=C(C1)NC(SCC(N)=O)=C(C#N)C21CCCCC1 | 10%
CCOCCCN1C(=O)CN(C2CCCCCC2)C(=O)C1c1ccc(OC)cc1 (stereo not drawn) | -1%
Cc1onc(-c2ccccc2Cl)c1C(=O)Nc1ccc(-c2cn3cccnc3n2)cc1 | -6%
COc1ccc(S(=O)(=O)N2CCN(C(=O)c3ccco3)CC2)cc1 | 2%
COc1ccc2ccccc2c1C(O)c1nccn1C (stereo not drawn) | -17%
CC(=O)Nc1cccc(NC(=O)c2cc3ccccc3o2)c1 | -25%
CCCC(C(=O)N1CCOCC1)N1C(=O)C2C3C=CC(C3)C2C1=O (stereo not drawn) | 3%
SMILES | mouse EphA4 binding
c1ccc(Oc2cccc(CN3CCCCC3)c2)cc1 | -5%
COC(=O)CSC1=C(C#N)C(=O)NC(c2ccccc2)S1 (stereo not drawn) | -1%
O=C1CCC(=O)N1c1cccc(-c2nc3ccccc3o2)c1 | -4%
Cc1ccc(C2=NN(C(=S)Nc3ccccc3)C(c3ccco3)C2)cc1 (stereo not drawn) | -2%
CCOC(=O)C1CCN(Cc2cccc(OC)c2)CC1 | -2%
CC1CCC(NS(=O)(=O)c2ccc3c(c2)n(C)c(=O)c(=O)n3C)CC1 (stereo not drawn) | -6%
CN1C(=O)NC(c2ccc(O)cc2)C(C(=O)c2cccs2)C1(O)C(F)(F)F (stereo not drawn) | -5%
COc1cc(NC(=O)c2c(F)cccc2F)nc(OC)n1 | -6%
CC(C)(C)n1cnc2cc(NS(=O)(=O)c3ccc(Br)cc3)ccc21 | 14%
CCCC(c1nnnn1CCc1ccccc1)N1CCN(C2CCCC2)CC1 (stereo not drawn) | -22%
Cc1ccc(CCC(=O)Nc2ccc(Br)cc2)o1 | 0%
Cc1ccc2c(c1)N(CC(=O)NC1CCC(C)CC1)C(=O)CO2 (stereo not drawn) | -13%
CCC1CCCCN1CCn1c(=S)[nH]c2cc(OC)c(OC)cc2c1=O (stereo not drawn) | -9%
Cc1ccc(NC(=O)c2cccc(OCc3c(C)noc3C)c2)cc1 | -2%
Cc1ncc(N=Nc2ccccc2)c(-c2ccccc2)n1 | -8%
O=C(Nc1nc(=S)ss1)c1ccc(Cl)cc1Cl | -6%
Cc1cc(Nc2ccc(C)c(Cl)c2)n2ncnc2n1 | -8%
CCOc1ccc2c(c1)-c1c(ssc1=S)C(C)(C)N2C(=O)CSc1nnc(N)s1 | -6%
COc1ccc(C2/C(=C(/O)c3ccc(C)cc3)C(=O)C(=O)N2CCCn2ccnc2)cc1 (stereo not drawn) | -8%
COc1ccccc1NC(=O)C1CC(=O)OC1c1ccccc1 (stereo not drawn) | -3%
Cc1ccccc1-c1nc(CN2CCC(C(=O)N3CCN(c4ccccn4)CC3)CC2)c(C)o1 | 2%
CCOc1ccccc1OCCOc1ccccc1CC | -14%
CC(C)N(C(=O)CSc1nnnn1C1CCCC1)C(C)C | 11%
CC1(CCC#N)N=C(SCCC#N)N(c2ccccc2)C1=O (stereo not drawn) | 2%
COc1ccc(C(=O)c2sc3nc(-c4ccccc4)ccc3c2N)cc1OC | -2%
SMILES | mouse EphA4 binding
COC(=O)C1OC2(OC1C(=O)OC)c1ccccc1-c1ccccc12 (stereo not drawn) | 7%
CCOc1ccccc1N1C(=O)c2cccnc2C1=O | -10%
Cc1cc(=O)oc(C)c1C(=O)Nc1ccc(Cl)cn1 | -14%
COc1cc(NC(=O)C2CCCCC2)c(OC)cc1NC(=O)CCC(=O)NCc1ccco1 | -14%
O=C(CCn1nnc2ccccc2c1=O)NCC1CCC(C(=O)O)CC1 (stereo not drawn) | -5%
COc1ccc(S(=O)(=O)NCCC(C)C)cc1 | -3%
Cc1nnc(SC(C)C(=O)Nc2ncc(Cl)cc2Cl)n1Cc1ccccc1 (stereo not drawn) | 7%
C=CCn1c(=O)c2c(nc3n2CCN3c2cccc(Cl)c2C)n(C)c1=O | -4%
O=C(CNc1ccccc1)N/N=C/c1ccc([N+](=O)[O-])o1 | 1%
CCN1CCN(c2nn3c(=O)c4ccccc4nc3c3ccccc23)CC1 | -19%
Cc1nc(SCC(=O)N2CCOCC2)c2ccsc2n1 | -6%
O=c1c2cnn(-c3ccccc3)c2nc(-c2cccs2)n1-c1ccc(Cl)cc1 | -10%
CN1CCN(C(=O)c2cc3nc(-c4ccc(F)cc4)cc(C(F)(F)F)n3n2)CC1 | -14%
COc1cccc(OC)c1OCCCN1CCOCC1 | 30%
CC(=O)Nc1cc(S(=O)(=O)Nc2ccccc2C)c(C)cc1C | 7%
Cc1cc(N2CCOCC2)c(F)cc1C(=O)c1ccccc1 | -8%
CCCc1c(O)c2ccccc2n(-c2ccccc2)c1=O | -15%
COc1ccccc1NC(=O)CSc1nnc(CNC(=O)COc2ccc(Cl)cc2)o1 | 10%
CCNC(=O)COC(=O)COc1ccc(Cl)cc1C | -19%
C=CCn1ncc(OC)c(Cl)c1=O | -11%
CC(=O)Nc1ccc(S(=O)(=O)Nc2ncccn2)cc1 | 3%
Cc1cc(C)nc(SCC(=O)Oc2ccc3oc(=O)cc(C)c3c2)n1 | -12%
CC(/C=N/N1CCN(Cc2ccc(C)cc2)CC1)=C\c1ccco1 | -4%
O=C(O)c1ccc(CN2CCCCC2)o1 | -7%
C=CCn1c(C)cc(C(=O)CSc2nc3ccccc3[nH]2)c1C | -9%
Cc1ccc(-c2cc(C(=O)N/N=C/c3c(C)nn(C)c3C)c3ccccc3n2)c(C)c1 | 1%
COc1cccc(OC)c1C(=O)N1CCN(c2c(Cc3ccccc3)c(C)nc3ncnn23)CC1 | -7%
Cc1cnc(C(=O)OCC(=O)N2c3ccccc3NC(=O)C2(C)C)cn1 | -11%
O=C(Nc1ccccc1)c1cc(Br)ccc1Cl | 7%

Given tab-delimited: entries from further up
mol	mouse EphA4 binding
COc1ccc(C2/C(=C(/O)c3ccc(C)cc3)C(=O)C(=O)N2CCCn2ccnc2)cc1 (stereo not drawn)	-8%
Cc1ccc(-c2cc(NC(=O)c3ccncc3)n[nH]2)cc1	15%
CC(=O)Nc1ccc(S(=O)(=O)Nc2ncccn2)cc1	3%
CCOC(=O)Cc1csc(NC(=O)c2ccc(S(=O)(=O)N3CCCCC3)cc2)n1	-14%
O=C(O)c1ccc(CN2CCCCC2)o1	-7%

An excerpt from above in order of the mouse EphA4 binding value, low to high.
Compound,mouse EphA4 binding
CCNC(=O)COC(=O)COc1ccc(Cl)cc1C,-19%
Cc1cc(=O)oc(C)c1C(=O)Nc1ccc(Cl)cn1,-14%
C=CCn1ncc(OC)c(Cl)c1=O,-11%
Cc1nc(SCC(=O)N2CCOCC2)c2ccsc2n1,-6%
O=C(CCn1nnc2ccccc2c1=O)NCC1CCC(C(=O)O)CC1 (stereo not drawn),-5%
Cc1nnc(SC(C)C(=O)Nc2ncc(Cl)cc2Cl)n1Cc1ccccc1 (stereo not drawn),7%

Quoted at random: 2 records from the list.
SMILES | mouse EphA4 binding
CCOc1ccccc1OCCOc1ccccc1CC | -14%
CC(C)N(CCNC(=O)C1CCC(=O)N1Cc1ccc(F)cc1)Cc1ccccc1 (stereo not drawn) | 5%

Compound activity from PubChem BioAssay.

A portion of the library; the hit share may differ from the screen's.
